All columns: NCI-60 one-dose screen, growth in % after 48 h at 10 µM unless noted; 100 = growth as untreated, 0 = no growth, -100 = all killed.
HOP-62 = HOP-62 NSCLC; actives 3.9% (n = 80,000); AID 1794735
EKVX = EKVX NSCLC; actives 3% (n = 71,000); AID 1794765
MOLT-4 = MOLT-4 leukemia cells. AID 1794779. actives 6.9% (n = 80,000)
RPMI-8226 = RPMI-8226 leukemia cells; AID 1794781; actives 7.5% (n = 77,000)
CCRF-CEM = CCRF-CEM leukemia; actives 7% (n = 77,000)
A549/ATCC = A549/ATCC NSCLC. actives 3.7% (n = 81,000)
M14 = M14 melanoma | actives 6.2% (n = 80,000) | AID 1794745
HOP-92 = HOP-92 NSCLC cells; AID 1794738; actives 6.3% (n = 71,000)
* marks the source's active call; other numbers are inactive results; & = joins results of further samples. How the source made its calls: active means growth percent below 10; inactive means the rest. This is a subset; the hit share may differ from the screen's.

`CCC1CN1CCCCN1CC1CC` (configuration not stated) gave HOP-62 113, MOLT-4 108, RPMI-8226 102, A549/ATCC 104, M14 98 and HOP-92 116.
Screening Nc1ccc(-c2ccc(N)cc2)cc1 returned HOP-62 98, EKVX 112, MOLT-4 104, RPMI-8226 106, CCRF-CEM 115, A549/ATCC 113, M14 100 and HOP-92 109.
`NC(=O)Nc1ccc([As](Sc2ccccc2C(=O)O)Sc2ccccc2C(=O)O)cc1` gave HOP-62 90, EKVX 101, MOLT-4 101, RPMI-8226 90, CCRF-CEM 88, A549/ATCC 91, M14 92 and HOP-92 92.
`O=C(CC1(O)C(=O)N(Cc2ccccc2)c2ccccc21)c1ccc(C(=O)NCC2CCC3(CC2)OOC2(CCCCC2)OO3)cc1` (configuration not stated) gave HOP-62 -48*, EKVX -63*, MOLT-4 -50*, RPMI-8226 -27*, CCRF-CEM -41*, A549/ATCC -54*, M14 13 and HOP-92 -72*.
Screening CN(C)C1CCc2[nH]c3c(F)cc(F)cc3c2C1 (configuration not stated) returned HOP-62 101, MOLT-4 88, RPMI-8226 98, CCRF-CEM 97, A549/ATCC 99, M14 95 and HOP-92 71.
For CC/C(=C/c1ccc(OC)c(OC)c1)[N+](=O)[O-] the results were HOP-62 93, EKVX 103, MOLT-4 98, RPMI-8226 104, CCRF-CEM 115, A549/ATCC 107, M14 98 and HOP-92 90.
CC(C)(C)N1Oc2ccncc2C1c1ccccc1 (configuration not stated) was read as HOP-62 99, EKVX 95, MOLT-4 99, RPMI-8226 102, A549/ATCC 120, M14 99 and HOP-92 109.
C/C(=N\N=C(N)N)c1ccccc1 was read as EKVX 103, MOLT-4 94, RPMI-8226 95, CCRF-CEM 97, A549/ATCC 92, M14 92 and HOP-92 97.
`COC(=O)c1cc(C(=O)OC)cc(N(CCCl)CCCl)c1` gave HOP-62 83, EKVX 96, MOLT-4 54, RPMI-8226 90, CCRF-CEM 68, A549/ATCC 77, M14 109 and HOP-92 93.
Screening NC(=O)CNc1ccc([As]=[As]c2ccc(NCC(N)=O)cc2)cc1 (configuration not stated) returned HOP-62 94, EKVX 23, MOLT-4 59, RPMI-8226 14, CCRF-CEM 11, A549/ATCC 81, M14 58 and HOP-92 64.
N#CC1=C(C#N)C(=O)C(Cl)=C(Cl)C1=O was read as HOP-62 111, MOLT-4 103, RPMI-8226 102, CCRF-CEM 99, A549/ATCC 84 and M14 104.
CCN(CC)CCc1ccncc1 was read as HOP-62 98, EKVX 112, MOLT-4 127, RPMI-8226 114, CCRF-CEM 120, A549/ATCC 95, M14 106 and HOP-92 89.
For CC(=O)NC1CCSC1=O (configuration not stated) the results were HOP-62 106&108, EKVX 112&97, MOLT-4 98&115, RPMI-8226 117&109, CCRF-CEM 107, A549/ATCC 97&107, M14 105&105 and HOP-92 115&100.
For CC(C)[C@]12CC(=O)[C@@H](C)[C@@H]1C2 the results were HOP-62 110, EKVX 94, MOLT-4 107, RPMI-8226 104, A549/ATCC 109 and M14 105.
`C1CC[N-]CC1.C1CC[N-]CC1.C1CC[N-]CC1.C1CC[N-]CC1.[Cl][Rh][Cl]` gave HOP-62 40, MOLT-4 50, RPMI-8226 43, M14 54 and HOP-92 111.
`Nc1nc2c(ncn2[C@@H]2O[C@H](CSP(=O)(O)O)[C@@H](O)[C@H]2O)c(=O)[nH]1` gave HOP-62 97, EKVX 102, MOLT-4 102, RPMI-8226 107, CCRF-CEM 108, A549/ATCC 96, M14 94 and HOP-92 119.
Screening CCOC(=O)CC(SP1(=S)OCC2(CC=CCC2)CO1)C(=O)OCC (configuration not stated) returned HOP-62 97, MOLT-4 81, CCRF-CEM 89, A549/ATCC 105, M14 103 and HOP-92 100.
`CCCCCN(CCCCC)CC(O)c1cc(Cl)ccc1OC` (configuration not stated) gave HOP-62 4.4*, EKVX 52, MOLT-4 35, RPMI-8226 0.8*, A549/ATCC 42, M14 23 and HOP-92 -6.3*.
Screening c1ncc2n[pH]nc2n1 (configuration not stated) returned HOP-62 98, EKVX 100, MOLT-4 95, RPMI-8226 96, CCRF-CEM 99, A549/ATCC 103, M14 96 and HOP-92 99.
`COP(=O)(OC)C(O)C(Cl)(Cl)Cl` (configuration not stated) gave HOP-62 112&76, EKVX 100&112, MOLT-4 97&72, RPMI-8226 101&82, CCRF-CEM 105&55, A549/ATCC 101&101, M14 111&81 and HOP-92 87&94.
CCN1C(=O)NC(=O)/C(=C/N(CCO)CCO)C1=O was read as HOP-62 105, MOLT-4 102, RPMI-8226 102 and M14 114.
COP(=S)(N1CC1)N1CC1 was read as HOP-62 94, EKVX 106, MOLT-4 101, RPMI-8226 104, CCRF-CEM 105, A549/ATCC 133, M14 100 and HOP-92 99.
Clc1ccccc1CC(c1ccccc1)N1CCCCC1 (configuration not stated) was read as HOP-62 80, EKVX 95, MOLT-4 84, RPMI-8226 109, CCRF-CEM 97, A549/ATCC 93, M14 86 and HOP-92 108.
Screening O=C(CN1CCCC1=O)NCc1cc(Cl)cc(Cl)c1O returned HOP-62 100, EKVX 97, MOLT-4 100, RPMI-8226 101, CCRF-CEM 96, A549/ATCC 85, M14 96 and HOP-92 83.
For CC12Cc3cnoc3C=C1CCC1C2CCC2(C)C1CCC2(C)O (configuration not stated) the results were HOP-62 91, EKVX 31, MOLT-4 61, CCRF-CEM 72, A549/ATCC 75 and M14 90.
`CC(=O)Nc1ccc(C=C2C(=O)NC(=S)NC2=O)cc1` gave HOP-62 111, EKVX 100, MOLT-4 115, RPMI-8226 107, CCRF-CEM 108, A549/ATCC 116, M14 98 and HOP-92 104.
CN1CCN(c2ncnc3[nH]ccc23)CC1 was read as HOP-62 103, EKVX 101, MOLT-4 97, RPMI-8226 96, CCRF-CEM 103, A549/ATCC 94 and M14 103.
`O=P(O)(O)c1ccccc1` gave HOP-62 100, EKVX 117, MOLT-4 84, RPMI-8226 118, CCRF-CEM 115, A549/ATCC 89, M14 103 and HOP-92 108.
For O=C1CC(=O)N(c2ccccc2)C(=O)N1 the results were HOP-62 92, EKVX 102, MOLT-4 93, RPMI-8226 101, CCRF-CEM 103, A549/ATCC 101, M14 96 and HOP-92 102.
`Nc1ccc2c(c1N)Oc1ccccc1O2` gave HOP-62 97, EKVX 80, MOLT-4 78, RPMI-8226 55, CCRF-CEM 30, A549/ATCC 95, M14 91 and HOP-92 68.

Two records drawn at random from those above, as already listed:
`CCCCCN(CCCCC)CC(O)c1cc(Cl)ccc1OC` (configuration not stated) gave HOP-62 4.4*, EKVX 52, MOLT-4 35, RPMI-8226 0.8*, A549/ATCC 42, M14 23 and HOP-92 -6.3*.
`CC(=O)Nc1ccc(C=C2C(=O)NC(=S)NC2=O)cc1` gave HOP-62 111, EKVX 100, MOLT-4 115, RPMI-8226 107, CCRF-CEM 108, A549/ATCC 116, M14 98 and HOP-92 104.

Other records follow.
Screening CC[C@@]1(O)C[C@H](OC2CC(N(C)C)C(O)C(C)O2)c2c(O)c3c(c(O)c2[C@H]1OC1CC(N(C)C)C(O)C(C)O1)C(=O)c1cccc(O)c1C3=O (some centres not stated) returned HOP-62 -20*, EKVX 4.3*, MOLT-4 -10*, RPMI-8226 -51*, CCRF-CEM -38*, A549/ATCC 1.6* and M14 -87*.
C/C(Cc1ccc(Cl)cc1)=C(\c1ccc(OCCN2CCOCC2)cc1)c1ccc(OC(=O)Cc2ccccc2)cc1 was read as HOP-62 102, EKVX 93, MOLT-4 95, RPMI-8226 84, CCRF-CEM 99, A549/ATCC 79, M14 89 and HOP-92 77.
O=[As]c1ccc(C(=O)O)cc1 (configuration not stated) was read as HOP-62 104, MOLT-4 99, RPMI-8226 102, A549/ATCC 98 and M14 104.
O=C1CC2(CC3(Cl)C(Cl)=C(Cl)C2(Cl)C3(Cl)Cl)C(=O)O1 (configuration not stated) was read as HOP-62 92, EKVX 96, MOLT-4 97, RPMI-8226 105, CCRF-CEM 114, A549/ATCC 105, M14 95 and HOP-92 107.
O=C1NC2(CCNCC2)Nc2ccccc21 was read as HOP-62 97, EKVX 109, MOLT-4 85, CCRF-CEM 95, A549/ATCC 69, M14 100 and HOP-92 107.
Screening c1ccc(CC(c2ccccc2)N2CCCCC2)cc1 (configuration not stated) returned EKVX 106, MOLT-4 85, RPMI-8226 93, CCRF-CEM 93, A549/ATCC 98, M14 97 and HOP-92 95.
For S=C(SSC(=S)N1CCCCC1)N1CCCCC1 the results were HOP-62 110, EKVX 104, MOLT-4 85, RPMI-8226 105, CCRF-CEM 91, A549/ATCC 93, M14 93 and HOP-92 101.
For O=[N+]([O-])c1ccc(O)c([N+](=O)[O-])c1 (tested in a mixture with another compound) the results were HOP-62 104, EKVX 91, MOLT-4 95, RPMI-8226 98, CCRF-CEM 101, A549/ATCC 96 and M14 103.
For Clc1ccc(NC2OOC3(OOC2Nc2ccc(Cl)cc2)C2CC4CC(C2)CC3C4)cc1 (configuration not stated) the results were HOP-62 80, EKVX 84, MOLT-4 93, RPMI-8226 89, CCRF-CEM 85, A549/ATCC 90, M14 75 and HOP-92 95.
For CCC(C)(C)[C@H](NC(=O)[C@H]1CCCCN1C)C(=O)N(C)[C@H](C[C@@H](OC(C)=O)c1nc(C(=O)N[C@@H](Cc2ccccc2)C[C@H](C)C(=O)O)cs1)C(C)C the results were HOP-62 15, EKVX 53, MOLT-4 15, RPMI-8226 7.8*, CCRF-CEM 2.4*, A549/ATCC 13, M14 -19* and HOP-92 19.
For Cc1[nH]c2ccccc2c1CN(C)C the results were HOP-62 97, EKVX 92, MOLT-4 101, RPMI-8226 107, CCRF-CEM 105, A549/ATCC 106, M14 99 and HOP-92 106.
For CC/C(=C/c1ccc2c(c1)OCO2)[N+](=O)[O-] the results were HOP-62 110, EKVX 99, MOLT-4 99, RPMI-8226 107, CCRF-CEM 100, A549/ATCC 102, M14 104 and HOP-92 112.
NC1CCc2cc(O)c(O)cc2C1 (configuration not stated) was read as HOP-62 100, EKVX 94, MOLT-4 66, RPMI-8226 17, CCRF-CEM 48, A549/ATCC 82 and M14 84.
For COc1cc(OC)c(S(=O)(=O)N(CCCl)CCCl)cc1C1=NN(C(N)=S)C(c2ccc(Cl)cc2)C1 (configuration not stated) the results were HOP-62 96, EKVX 77, MOLT-4 78, RPMI-8226 71, CCRF-CEM 86, A549/ATCC 78, M14 90 and HOP-92 98.

Some of these compounds in order of length of the SMILES, descending.
Screening CC[C@@]1(O)C[C@H](OC2CC(N(C)C)C(O)C(C)O2)c2c(O)c3c(c(O)c2[C@H]1OC1CC(N(C)C)C(O)C(C)O1)C(=O)c1cccc(O)c1C3=O (some centres not stated) returned HOP-62 -20*, EKVX 4.3*, MOLT-4 -10*, RPMI-8226 -51*, CCRF-CEM -38*, A549/ATCC 1.6* and M14 -87*.
C/C(Cc1ccc(Cl)cc1)=C(\c1ccc(OCCN2CCOCC2)cc1)c1ccc(OC(=O)Cc2ccccc2)cc1 was read as HOP-62 102, EKVX 93, MOLT-4 95, RPMI-8226 84, CCRF-CEM 99, A549/ATCC 79, M14 89 and HOP-92 77.
For COc1cc(OC)c(S(=O)(=O)N(CCCl)CCCl)cc1C1=NN(C(N)=S)C(c2ccc(Cl)cc2)C1 (configuration not stated) the results were HOP-62 96, EKVX 77, MOLT-4 78, RPMI-8226 71, CCRF-CEM 86, A549/ATCC 78, M14 90 and HOP-92 98.
O=C1CC2(CC3(Cl)C(Cl)=C(Cl)C2(Cl)C3(Cl)Cl)C(=O)O1 (configuration not stated) was read as HOP-62 92, EKVX 96, MOLT-4 97, RPMI-8226 105, CCRF-CEM 114, A549/ATCC 105, M14 95 and HOP-92 107.
For O=[N+]([O-])c1ccc(O)c([N+](=O)[O-])c1 (tested in a mixture with another compound) the results were HOP-62 104, EKVX 91, MOLT-4 95, RPMI-8226 98, CCRF-CEM 101, A549/ATCC 96 and M14 103.
For CC/C(=C/c1ccc2c(c1)OCO2)[N+](=O)[O-] the results were HOP-62 110, EKVX 99, MOLT-4 99, RPMI-8226 107, CCRF-CEM 100, A549/ATCC 102, M14 104 and HOP-92 112.
Screening c1ccc(CC(c2ccccc2)N2CCCCC2)cc1 (configuration not stated) returned EKVX 106, MOLT-4 85, RPMI-8226 93, CCRF-CEM 93, A549/ATCC 98, M14 97 and HOP-92 95.
For S=C(SSC(=S)N1CCCCC1)N1CCCCC1 the results were HOP-62 110, EKVX 104, MOLT-4 85, RPMI-8226 105, CCRF-CEM 91, A549/ATCC 93, M14 93 and HOP-92 101.
NC1CCc2cc(O)c(O)cc2C1 (configuration not stated) was read as HOP-62 100, EKVX 94, MOLT-4 66, RPMI-8226 17, CCRF-CEM 48, A549/ATCC 82 and M14 84.
